Screening data as filed in PubChem.
ERAP1 inh – human ERAP1 aminopeptidase inhibitors, primary screen, biochemical, single point, plate reader; recombinant ERAP1, Leu-AMC fluorescence, 60 min; AID 652197, 2013; inhibition, % at 10.7 µM; Endoplasmic reticulum aminopeptidase 1 (Homo sapiens), Q9NZ08; 340,000 compounds, 0.15% hits;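 active = mean replicate inhibition of at least 30%, or all replicates individually reaching that 30% level; inactive = mean below 30% and not every replicate reaching it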;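 note: 0% = neutral control wells and 100% = L-leucinethiol positive control wells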
Target sequence (Q9NZ08 whole entry, looked up): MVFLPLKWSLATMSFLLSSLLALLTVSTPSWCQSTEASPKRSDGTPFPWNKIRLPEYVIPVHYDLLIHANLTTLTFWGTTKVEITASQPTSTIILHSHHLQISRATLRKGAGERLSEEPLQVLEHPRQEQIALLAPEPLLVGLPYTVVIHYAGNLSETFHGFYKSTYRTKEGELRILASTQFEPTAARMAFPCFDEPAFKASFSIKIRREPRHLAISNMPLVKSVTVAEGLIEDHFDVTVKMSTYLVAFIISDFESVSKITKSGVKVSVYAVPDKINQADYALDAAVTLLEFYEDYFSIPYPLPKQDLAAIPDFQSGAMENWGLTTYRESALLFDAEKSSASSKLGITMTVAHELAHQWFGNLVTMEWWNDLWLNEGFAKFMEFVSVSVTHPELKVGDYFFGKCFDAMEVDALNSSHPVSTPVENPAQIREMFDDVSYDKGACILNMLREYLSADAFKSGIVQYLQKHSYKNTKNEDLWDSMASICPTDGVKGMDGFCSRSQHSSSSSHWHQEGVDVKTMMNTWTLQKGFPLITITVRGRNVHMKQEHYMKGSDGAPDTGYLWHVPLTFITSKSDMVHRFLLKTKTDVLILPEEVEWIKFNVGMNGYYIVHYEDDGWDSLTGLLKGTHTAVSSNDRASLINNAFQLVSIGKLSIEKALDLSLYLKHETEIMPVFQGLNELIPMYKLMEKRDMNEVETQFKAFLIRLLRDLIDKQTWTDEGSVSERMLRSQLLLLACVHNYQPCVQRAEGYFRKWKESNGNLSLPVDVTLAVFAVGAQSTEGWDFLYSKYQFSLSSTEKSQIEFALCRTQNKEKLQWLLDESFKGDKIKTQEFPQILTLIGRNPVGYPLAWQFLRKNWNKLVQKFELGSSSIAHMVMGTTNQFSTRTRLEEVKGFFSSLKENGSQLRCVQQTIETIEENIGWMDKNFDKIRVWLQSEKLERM
Xi reactivation – activators of inactive X chromosome reactivation, primary screen, imaging, XiGFP fibroblasts, GFP high-content imaging, set 2. 360,000 compounds, 0.055% hits. AID 743238, 2013. activation, % at 7.58 µM. XiGFP mouse fibroblasts, % GFP-positive cells imaging, 3 d; cells co-treated with 5-aza-dC sensitizer; scaled so ellipticine positive control = 100%;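 active = mean normalized replicate activation at least 10% and every replicate at or above 10%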;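 note: 0% = median of on-plate neutral control wells and 100% = ellipticine 6 µM median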
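Assay system – SV40-immortalized XiGFP fibroblast cells, line 68-5-11 · Buffer or medium – DMEM supplemented with 5-aza-dC as sensitizing agent · Dosing – one concentration, pinned · Benchmarks – positive control ellipticine, 6 µM final · Times – 3 days compound exposure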
PGC1a acetyl inh – inhibitors of PGC1a acetylation signal, primary screen, cell-based, U2OS, AlphaScreen, inhibitor mode; AlphaScreen anti-acetyl-lysine; with virally co-expressed GCN5 acetyltransferase; inhibition, % at 15.6 µM; 350,000 compounds, 0.17% hits; AID 651687, 2012;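 active = every replicate shows inhibition of at least 40%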;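 note: 0% = neutral control wells and 100% = positive control wells; some results beyond the cut were filed as inactive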
LGR2 antag – inhibitors of bursicon-induced LGR2 CRE-luciferase signal, primary screen, cell-based, HEK293, CRE-luciferase reporter, bursicon stimulation; Drosophila bursicon receptor LGR2 (rickets); bursicon-stimulated, 4 h; inhibition, % at 9.99 µM; 380,000 compounds, 0.35% hits; AID 720647, 2013;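 active = drop in luminescence signal, shown as inhibition above about 50% in the replicate tests, limit read from the data, passing the limit was not always enough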;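 note: agonist challenge used bursicon conditioned medium at about half maximal strength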
SIRT5 inh – SIRT5 desuccinylase inhibitors, primary screen, biochemical, fluorescence imaging, single point, set 5; NAD-dependent protein deacylase sirtuin-5, mitochondrial (Homo sapiens), Q9NXA8; Purified SirT5, succinyl-peptide AMC, trypsin-coupled fluorescence; inhibition, % at 15 µM; 330,000 compounds, 1.1% hits; AID 652115, 2013; in the data active = inhibition above about 15%
S100A4 inh HTS – inhibitors of S100A4-myosin IIA peptide binding, primary screen, biochemical, fluorescence polarization, TAMRA-MyoIIA peptide. Protein S100-A4 (Homo sapiens), P26447. inhibition, % at 10.7 µM. 360,000 compounds, 0.14% hits;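 active = mean inhibition of at least 70% across replicates, with every replicate also reaching that level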
Target sequence (P26447 whole entry, looked up): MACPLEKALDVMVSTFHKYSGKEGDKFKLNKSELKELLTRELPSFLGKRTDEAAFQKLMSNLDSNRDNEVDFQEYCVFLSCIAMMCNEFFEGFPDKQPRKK
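Material: S100A4 monomer (human). Medium: Calcium-containing HEPES buffer, pH 7.2. Probe or stimulus: labelled myosin peptide probe, 5 nM. Compound dosing: one concentration per compound. Timing: polarization read 5 min after assay mix addition, stable 5–60 min. Benchmarks: DMSO as neutral control, TFP as positive control.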
Cneo AK release – Cryptococcus neoformans cell lysis inducers, primary screen, AK release luminescence, single concentration; 360,000 compounds, 0.2% hits; lysis activity, % at 15 µM; AID 651654, 2012; C. neoformans lysis, adenylate kinase release luminescence, 4 h; normalised: neutral wells 0, clomiphene wells 100;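 active = mean lysis activity across replicates of at least 80%, whatever share of replicates individually reach that level; inactive = mean lysis activity below 80%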
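Test system: log-phase Cryptococcus neoformans yeast cells; Quantity: yeast cell density of 5 × 10^6 cells/mL; Buffer or medium: YPD; Doses: single compound concentration per well; Timing: 4 h at 37 °C static, read 1 h later; Measured by: AK luminescence; Read-out basis: lysis from increased AK signal; Control set: Clomiphene as positive control.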
Statin myotox sup – suppressors of statin myotoxicity in C2C12 myotubes, primary screen, cell-based, single point, plate reader; C2C12 myotubes + simvastatin, ATP luminescence, 48 h; scaled: DMSO 0, geranylgeraniol control 100; rescue of ATP level, % at 7.49 µM; 330,000 compounds, 0.78% hits; AID 602340, 2012;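 active = mean ATP rescue above about 67%, or every replicate alone reaching that limit, limit read from the data, passing the limit was not always enough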;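 note: myotubes were challenged with 10 µM simvastatin during compound exposure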
An asterisk follows results filed as active; . = not tested or not shown; & = joins results of further samples. An excerpt, so the mix of outcomes need not match the whole.

SMILES	ERAP1 inh	Xi reactivation	PGC1a acetyl inh	LGR2 antag	SIRT5 inh	S100A4 inh HTS	Cneo AK release	Statin myotox sup
CC(OC(=O)CNC(=O)c1ccc2ccccc2c1)C(=O)N(C)C1CCCCC1 (configuration not stated)	5	0.0	1	-1	-3	-3	.	.
CCC(CO)Oc1cc(NCc2ccccc2F)c2ncn(C(C)C)c2c1 (configuration not stated)	-4	0.1	-5	-28	.	-6	3	-16
Cc1ccc2nc(C3CCCCC3)c(CC(C)(C)C)n2c1	.	0.0	-2	5	.	0	5	-5
COc1ccc(N2CCN(C(=O)CSc3ccccc3N)CC2)cc1	0	.	8	-21	-5	-3	-1	25
CC(=O)CN1C(=O)NC2(CCCc3ccccc32)C1=O (configuration not stated)	-2	0.1	-7	-5	-3	1	6	0
Cc1cc(=O)oc2c(CN3CCCC3)c(O)c(Cl)cc12	115*	-0.1	4	16	-160	17	2	6
CN(Cc1ccc(Cl)c(Cl)c1)C(=O)CN1C(=O)NC2(CCCC2)C1=O	-1	-0.7	.	-1	0	-3	0	7
CC1Cc2nc(SCC(=O)Nc3nccs3)n(C)c(=O)c2S1 (configuration not stated)	1	0.0	-9	-2	2	0	-2	-1
OC1(c2ccccc2)CN(c2ccccc2)C2=[N+]1CCS2 (configuration not stated)	0	-0.1	.	.	-2	-2	.	.
CO[C@H](CN(C)S(=O)(=O)c1cccc(Cl)c1)[C@H](C)CN(C(=O)Nc1ccccc1F)[C@H](C)CO	1	0.2	-3	-3	-4	2	2	8
CCn1ccnc1CNCc1ccc(OCC(O)CN(C)Cc2ccccc2)cc1 (configuration not stated)	.	-0.1	-1	-4	-2	-1	.	3
CNS(=O)(=O)c1cn(CC(=O)NCc2ccc(N(C)C)cc2)cc1S(=O)(=O)NC	0	0.5	9	10	-1	-6	2	5
Cc1occc1-c1nnc(SCC(=O)Nc2ccccc2)n1Cc1ccccc1	0	.	-8	-10	-6	3	-3	-7
CN1CCCCN2[C@H](C1)[C@@H](c1ccc(-c3cccnc3)cc1)[C@@H]2CO	0	0.1	-1	-7	1	-3	1	20
O=C(Nc1ccc2c(c1)nc1n2CCN(Cc2ccccc2)C1)c1cccs1	-1	.	.	-17	2	-10	-2	-1
O=C(C[C@@H]1C=C[C@H](NC(=O)NC2CCCCC2)[C@H](CO)O1)NCc1ccccc1	-3	0.1	-15	3	-5	-1	2	-6
CC(C)(C)NCC(O)COc1ccccc1C1CCCC1 (configuration not stated)	0	-0.1	-12	8	-3	-1	-1	-62
CCC(=O)Nc1ccc2c(c1)C(=O)N(C)C[C@H](OC)[C@@H](C)CN(C(=O)C1CC1)[C@H](C)CO2	0	-0.1	-2	-7	-10	1	-3	1
CCCCC(=O)NC(=S)Nc1ccc(NC(=O)C(C)C)c(OC)c1	1	0.0	11	9	0	-5	2	.
Cc1ccc(NC2CCCN(C(=O)C3CCCC3)C2)cc1C (configuration not stated)	3	0.0	-6	0	-6	0	0	-3

Sorted by value in PGC1a acetyl inh (falling): some entries from above.
compound	ERAP1 inh	PGC1a acetyl inh	LGR2 antag	SIRT5 inh	S100A4 inh HTS
Cc1cc(=O)oc2c(CN3CCCC3)c(O)c(Cl)cc12	115*	4	16	-160	17
CC(OC(=O)CNC(=O)c1ccc2ccccc2c1)C(=O)N(C)C1CCCCC1 (configuration not stated)	5	1	-1	-3	-3
CO[C@H](CN(C)S(=O)(=O)c1cccc(Cl)c1)[C@H](C)CN(C(=O)Nc1ccccc1F)[C@H](C)CO	1	-3	-3	-4	2
CC(=O)CN1C(=O)NC2(CCCc3ccccc32)C1=O (configuration not stated)	-2	-7	-5	-3	1

Further results.
SMILES	ERAP1 inh	Xi reactivation	PGC1a acetyl inh	LGR2 antag	SIRT5 inh	S100A4 inh HTS	Cneo AK release	Statin myotox sup
CCCC#Cc1ccc2c(c1)O[C@@H](CN(C)S(=O)(=O)c1cccc(OC)c1)[C@H](C)CN([C@@H](C)CO)S2(=O)=O	-5	-0.8	4	13	0	-15	-5	-72
O=C(CCCCCNc1nc(=S)[nH]c2ccccc12)NCCC1=CCCCC1	-3	0.1	0	-18	-6	1	-3	-5
O=C(Nc1cccc(-c2cccc(Cl)c2)c1)C1CCN(CC2CCOC2)CC1 (configuration not stated)	0	-0.1	.	-7	0	-19	1	-23
Cc1noc(C)c1NC(=O)Nc1ccc2c(c1)C(=O)N([C@H](C)CO)C[C@@H](C)[C@H](CN(C)Cc1ccc(Cl)c(Cl)c1)O2	3	0.0	-6	4	14	-1	0	28
COc1ccc(N/C=C2/Sc3ccccc3NC2=O)cc1	0	0.2	-6	-55	0	-2	-1	0
CC(=O)OCC1OC(n2c(-c3ccc(Cl)cc3)ccc(C#N)c2=S)C(OC(C)=O)C(OC(C)=O)C1OC(C)=O (configuration not stated)	2	0.0	-7	-9	-3	-9	.	.
CC(=O)N(C)C[C@@H]1Oc2ncc(C#C[C@@H](C)O)cc2C(=O)N([C@H](C)CO)C[C@H]1C	-5	-0.2	-4	10	-4	6	-3	3
Cc1ccc(S(=O)(=O)N[C@@H]2CC[C@H](CC(=O)NCc3ccncn3)O[C@@H]2CO)cc1	1	0.3	2	-27	-2	3	-3	-2
Cc1ccc(S(=O)(=O)N2CCOCC2)cc1C(=O)c1nccn1C	-3	0.0	.	22	-4	-3	.	.
O=C(NNC(=O)c1cc(Cl)ccc1O)c1cccs1	-1	0.0	.	-45	-2	0	-2	11
CNC[C@H]1Oc2ccc(NC(=O)Cc3cn(C)c4ccccc34)cc2C(=O)N([C@@H](C)CO)C[C@H]1C	4	-0.2	15	-3	-2	-3	1	3
Cc1cc(Oc2nc3ccccn3c(=O)c2/C=C(\C#N)C(=O)NC2CCS(=O)(=O)C2)ccc1Cl (configuration not stated)	-6	0.0	-34	20	-3	-4	0	-16
COc1cc(Br)cc(/C=N/N(CCO)C2=NS(=O)(=O)c3ccccc32)c1OC	0	0.1	8	12	-2	1	0	-16
CCCCCCc1cc2cc(C(=O)OCC)c(=O)oc2cc1O	0	0.0	.	-23	-17	3	.	.
O=C(NNC(=O)C1CC=CCC1C(=O)O)c1cccs1 (configuration not stated)	-6	0.0	10	7	-2	1	.	.
COC(=O)C1CCCN1C(C(=O)NC1CCCCC1)c1ccc(Cl)cc1 (configuration not stated)	-1	0.3	1	-26	1	-5	-2	-38
Cc1ccc(C)c(N(C(=O)c2csnn2)C(C(=O)NC2CCCCC2)c2cccnc2)c1 (configuration not stated)	-4	0.0	1	7	-4	-3	-6	-6
N#C/C(=N/Nc1ccccc1[N+](=O)[O-])C(N)=S	-7	0.0	-3	-4	4	-5	0	.
COC(=O)C[C@@H]1C=C[C@@H](N)[C@H](CO)O1	.	0.4	2	-5	.	.	.	7
CCc1nc2c(OCc3ccc(F)c(F)c3)cccn2c1N(C)C(=O)c1cccs1	3	0.1	14	4	-2	30	-4	0

Single records, from the list above.
`COC(=O)C[C@@H]1C=C[C@@H](N)[C@H](CO)O1` in the list: ERAP1 inh = .; Xi reactivation = 0.4; PGC1a acetyl inh = 2; LGR2 antag = -5; SIRT5 inh = .; S100A4 inh HTS = .; Cneo AK release = .; Statin myotox sup = 7
`COc1ccc(N/C=C2/Sc3ccccc3NC2=O)cc1` in the list: ERAP1 inh = 0; Xi reactivation = 0.2; PGC1a acetyl inh = -6; LGR2 antag = -55; SIRT5 inh = 0; S100A4 inh HTS = -2; Cneo AK release = -1; Statin myotox sup = 0

New compounds follow
SMILES	ERAP1 inh	Xi reactivation	PGC1a acetyl inh	LGR2 antag	SIRT5 inh	S100A4 inh HTS	Cneo AK release	Statin myotox sup
Cc1cc(-c2n[nH]c(=S)n2/N=C/c2ccc(C)o2)n[nH]1	2	0.2	.	17	0	-10	.	.
CN(CC(=O)Nc1c(Cl)cccc1Cl)C(=O)Cc1ccsc1	-2	-0.2	.	7	-3	-1	-1	4
COc1ccc(C(C)=O)c(OCC(=O)NCCC2=CCCCC2)c1	-1	0.0	.	6	-3	2	0	-9
C[C@@H]1CCCCO[C@@H](CN(C)S(C)(=O)=O)[C@H](C)CN([C@H](C)CO)C(=O)c2cc(NC(=O)Cc3ccccc3)ccc2O1	2	-0.3	-18	7	-3	-1	-6	-12
O=C(CCNC(=O)c1ccco1)Nc1ccc(SC(F)F)cc1	3	-0.1	1	.	0	-3	.	.
CC1(C(=O)NS(=O)(=O)c2ccccc2C(F)(F)F)CCN1C(=O)COc1ccc(Cl)cc1 (configuration not stated)	7	0.3	.	-26	.	11	6	-4
CCOC(=O)C1=C(C(=O)OCC)C2N(Cc3ccc(Br)cc3)c3ccccc3[C@@]23C[C@@H](C(=O)OC)N(S(=O)(=O)c2ccc(F)cc2)C3=N1 (some centres not stated)	0	0.4	.	-3	.	-8	.	.
O=C(CN1CCN(S(=O)(=O)c2ccccc2)CC1)Nc1ccc(Cl)cn1	3	0.0	1	-1	-2	2	-2	5
COc1ccc(CNC(=O)CN2CCN(c3ccccc3O)CC2)cc1OC	0	0.1	7	-13	-1	-20	0	5
COc1ccc(-c2cc(C(F)(F)F)nc(SCC(=O)N(C)Cc3cn(C)nc3C)n2)cc1OC	-4	0.0	.	-11	.	3	.	.
C/C(CC(=O)NCc1ccco1)=N\NC(=O)COc1ccc(Cl)cc1Cl	3	0.1	-4	14	1	6	2	0
COc1ccc(S(=O)(=O)Nc2ccc3c(c2)CC(=O)N([C@H](C)CO)C[C@H](C)[C@@H](CN(C)CC2CC2)O3)cc1	-4	-0.3	28	14	6	118*	-6	5
COc1ccccc1NC(=O)N1CCCCN2[C@H](C1)[C@H](c1ccc(C#CC3CC3)cc1)[C@@H]2CO	8	.	-5	.	3	9	-1	.
CCOC(=O)N1CCN(C(=O)CCS(=O)(=O)c2ccc3c(c2)CCN3C(=O)CC)CC1	0	-0.1	-8	7	-1	0	5	10
CN(CCc1ccccc1)C(=O)c1ccc(NC(=O)Cc2ccc(NC(=O)C3CCN(C(=O)C4CC4)CC3)cc2)cc1	-4	0.4	.	9	-4	-1	-3	-12
O=C(Cc1ccccn1)N[C@H]1CC[C@H](CCNS(=O)(=O)c2cccc(F)c2)O[C@H]1CO	0	0.6	7	10	3	2	0	1
Cc1cc(C)nc(SCc2cnc(C)nc2N)n1	-1	0.0	-12	.	-4	4	2	-3
COc1ccc(CCc2nc(C)ccc2O)cc1	.	0.0	.	-16&-3	.	.	-7	17
O=C(NCCC1CCCCN1S(=O)(=O)c1ccccc1)C(=O)NCc1cccnc1 (configuration not stated)	1	0.0	.	-2	2	0	0	-3
O=C(c1ccco1)N(Cc1cccc(Br)c1)C1CCS(=O)(=O)C1 (configuration not stated)	-1	0.0	-17	-3	-1	6	1	4
O=C(Nc1ccc(F)cc1)c1oc2ccccc2c1NC(=O)C1CC1	1	0.1	-5	-12	-3	-6	-1	-4
